KKLEB tox – cytotoxicity in KKLEB CF airway cells, primary screen, cytotoxicity control for CF NF-kB inhibitor project, cell-based, uHTS, fluorescence assay plates; KKLEB CF airway cells viability, ATPlite luminescence, overnight; hits give low values; cells stimulated with P. aeruginosa culture filtrate; activity change (cytotoxicity), % at 5 µM; actives 0.36% (n = 360,000); AID 602141, 2011;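 active = corrected activity change at or below -50% at 5 µM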
HIF-2a block – HIF-2a reporter inhibitors, primary screen, luminescence, 786-0 RCC cells. 786-0 RCC cells HIF-2a reporter, luciferase luminescence, overnight. inhibition, % at 18.8 µM. actives 0.72% (n = 360,000);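 active = inhibition of the luminescence signal of 40% or more relative to plate controls, in a single-dose primary screen at 18.75 µM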
Vif inh – HIV Vif self-association inhibitors, primary screen, imaging, HEK293T, single point; HEK293T cells, Vif self-association by quenched fluorescence, 24 h; inhibition, % at 7.49 µM; actives 0.35% (n = 340,000); in the data active = inhibition above about 50%, passing the limit was not always enough; note: some results filed as inactive read as strong as hits
TRPM1 prom inh – inhibitors of MITF-dependent TRPM1 promoter reporter, primary screen, cell-based, SK-MEL-5, single point, luciferase. inhibition, % at 12.5 µM. actives 0.83% (n = 330,000). SK-MEL-5 TRPM1 promoter luciferase, 24 h. AID 488899, 2010;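 active = mean inhibition across replicates of 60% or more, whatever share of single replicates reaches that level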; note: values of inactives mirror those of a sister screen read the other way
PDI turbidity – inhibitors of human PDI, primary screen, biochemical, turbidity, single point, plate reader | Protein disulfide-isomerase (Homo sapiens), P07237 | PDI insulin aggregation turbidity, A650, 90 min | inhibition, % at 10 µM | actives 0.052% (n = 350,000) | AID 588391, 2011;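 active = mean inhibition across replicates of 30% or more, whatever share of single replicates reach that level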;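 note: absorbance from insulin aggregation driven by PDI reduction with DTT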
Target sequence (P07237 whole entry, looked up): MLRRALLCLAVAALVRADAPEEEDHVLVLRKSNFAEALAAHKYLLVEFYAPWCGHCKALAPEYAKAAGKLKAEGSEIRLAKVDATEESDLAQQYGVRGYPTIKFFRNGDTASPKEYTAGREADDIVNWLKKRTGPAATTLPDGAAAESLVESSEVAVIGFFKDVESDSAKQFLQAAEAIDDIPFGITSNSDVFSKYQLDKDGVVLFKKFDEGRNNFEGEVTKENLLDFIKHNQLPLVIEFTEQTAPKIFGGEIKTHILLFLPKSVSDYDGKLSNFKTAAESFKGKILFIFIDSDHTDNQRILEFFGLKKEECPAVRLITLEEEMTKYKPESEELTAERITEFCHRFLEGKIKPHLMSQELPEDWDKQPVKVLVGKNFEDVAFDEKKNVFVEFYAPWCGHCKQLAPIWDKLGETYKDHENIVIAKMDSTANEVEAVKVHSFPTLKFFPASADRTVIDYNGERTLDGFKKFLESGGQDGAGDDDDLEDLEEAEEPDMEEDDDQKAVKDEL
NR2E3 ag-1 – NR2E3 agonists in two-hybrid cells, primary screen, cell-based, luminescence, CHO-S, Gal4-NCOR/VP16-NR2E3; actives 0.35% (n = 360,000); AID 602229, 2012; inhibition of corepressor binding, % at 3.98 µM; luciferase;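 active = inhibition above the mean of all tested compounds plus 3 SD, cut at about 70% in these data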;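 note: 0% = DMSO with NR2E3 transfected cells and 100% = cells lacking NR2E3 construct; higher means lower luciferase signal from less NR2E3 corepressor binding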
Target sequence (Q9Y5X4 whole entry, looked up, the tested form may be a part): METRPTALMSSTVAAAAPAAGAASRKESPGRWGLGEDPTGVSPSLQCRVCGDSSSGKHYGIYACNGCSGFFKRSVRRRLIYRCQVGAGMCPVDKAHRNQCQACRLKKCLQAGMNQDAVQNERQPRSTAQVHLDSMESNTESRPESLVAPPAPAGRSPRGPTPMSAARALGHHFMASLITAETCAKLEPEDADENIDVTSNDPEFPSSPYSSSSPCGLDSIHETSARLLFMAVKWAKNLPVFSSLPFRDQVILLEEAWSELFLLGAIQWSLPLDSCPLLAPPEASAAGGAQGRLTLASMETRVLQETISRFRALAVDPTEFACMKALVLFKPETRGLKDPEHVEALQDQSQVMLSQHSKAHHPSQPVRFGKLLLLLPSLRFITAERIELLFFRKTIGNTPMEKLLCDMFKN
Shn3 inh set2 – reduction of Shn3 3'UTR firefly luciferase signal, primary screen, Schnurri-3 inhibitor project, cell-based, Clone20 osteoblasts, set 2 | Clone20 osteoblast Shn3 3'UTR firefly luciferase, 24 h | inhibition, % at 12.5 µM | actives 0.52% (n = 360,000);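 active = mean inhibition of at least 75% with every replicate also reaching 75%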;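 note: 0% = median of neutral control wells and 100% = pilot-screen positive control compound; some compounds past the cut are filed as inactive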
CF NFkB block – inhibitors of PAF-induced NF-kB signaling, primary screen, cell-based, GFP fluorescence, uHTS | KKLEB NF-kB-GFP reporter, GFP fluorescence overnight | actives 0.86% (n = 360,000) | inhibition, % at 5 µM;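 active = at least 50% inhibition at 5 µM, scaled per plate between neutral and stimulator controls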;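 note: PAF is a Pseudomonas aeruginosa culture filtrate used as stimulus; plate controls were PAF-stimulated DMSO wells for no effect and unstimulated DMSO wells for full effect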
NR2E3 ag-2 – inhibitors of NR2E3-RetCOR corepressor binding, primary screen, NR2E3 agonist project, biochemical, TR-FRET, GST-NR2E3, biotin-RetCOR; Photoreceptor-specific nuclear receptor (Homo sapiens), Q9Y5X4; 1536-well; inhibition of corepressor binding, % at 4.78 µM; actives 0.12% (n = 320,000); AID 2300, 2010;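 active = percent inhibition above the cutoff of mean plus 3 SD of all tested compounds, set per screening campaign, cut at about 20% in these data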;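 note: 0% = DMSO wells and 100% = biotin wells as full block of FRET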
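System: GST-NR2E3 and biotin-RetCOR proteins; probe or stimulus: 7 nM biotin-RetCOR; doses: compound at 4.8 µM, single dose; schedule: Compound–protein incubation for 5 h at 4 °C; detection: time-resolved FRET; read-out: percent inhibition; controls: biotin wells as high control, 0.6% DMSO wells as low control; format: 1536-well plates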
CaV13 FRET inh – Primary screen for inhibitors of IQ motif and Ca2+-dependent inactivation inhibitor domain binding in CACNA1D, Förster resonance energy transfer in living cells, …; actives 0.098% (n = 340,000); HEK cells, CFP/YFP FRET ICDI-IQ, plate reader, 10 min; percent FRET-ratio fall versus neutral wells; inhibition, % at 12.3 µM; AID 743397;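 active = mean replicate inhibition of at least 30% and at least 1% of replicates passing that level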;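 note: 0% = median of the neutral control wells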
Peg3 promoter – Peg3 promoter-driven luciferase inhibitors, primary screen, cell-based, HeLa, luciferase luminescence | AID 588405, 2011 | actives 1.7% (n = 360,000) | inhibition, % at 20 µM | HeLa PEG-Prom luciferase reporter, overnight;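 active = inhibition of at least 50% at 20 µM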
* marks the source's active call; other numbers are inactive results; / = no result given.

No.	smiles	Peg3 promoter	TRPM1 prom inh	CaV13 FRET inh	NR2E3 ag-2	HIF-2a block	KKLEB tox	CF NFkB block	PDI turbidity	Shn3 inh set2	Vif inh	NR2E3 ag-1
1	Cc1ccc(/C=C2/SC(=O)NC2=S)o1	-13	2	/	/	10	-12	-5	6	-2	/	-18
2	CN(C)S(=O)(=O)c1ccc2nnn(OCC(=O)NC34CC5CC(CC(C5)C3)C4)c2c1	11	-6	-6	1	26	4	4	10	7	6	-15
3	C=CCN(CC=C)S(=O)(=O)c1ccc(NC(=S)NC(=O)Cc2ccc(OC)cc2)cc1	32	4	-8	1	26	-3	8	-5	15	3	3
4	CC(=O)N1CCc2cc(S(=O)(=O)CCC(=O)N(C)c3cc(C)ccc3C)ccc21	-12	0	-8	-1	16	-7	21	10	-9	-2	-10
5	COc1ccc(Nc2nc(N)nc(CN3CCc4ccccc4C3)n2)cc1	5	12	-4	0	12	-6	18	/	-27	-9	-13
6	COc1ccc(/C=N/NC(=O)CSCc2ccc([N+](=O)[O-])cc2)cc1OC	0	-2	-6	-2	9	2	-21	2	-12	-9	11
7	CCCC(=O)N(CCN1CCOCC1)c1nc2c(OCC)cccc2s1	-5	-14	/	5	-5	-5	-14	0	-15	-5	-19
8	CSc1ccccc1NC(=O)CN(C)CC(=O)c1c(C)[nH]c2ccccc12	19	8	-2	0	27	6	-2	0	11	-4	-17
9	Cc1ccccc1C(=O)O/N=C1\CCS(=O)(=O)c2sccc21	-266	-78	-2	3	-225	-7	-3	-3	-112	1	3
10	COc1cccc(Cn2c(=O)c3[nH]cnc3n(-c3ccccc3C)c2=O)c1	1	-6	-5	-6	11	2	6	13	8	30	19

The listing continues:
No.	smiles	Peg3 promoter	TRPM1 prom inh	CaV13 FRET inh	NR2E3 ag-2	HIF-2a block	KKLEB tox	CF NFkB block	PDI turbidity	Shn3 inh set2	Vif inh	NR2E3 ag-1
11	C=CCN1C(=O)/C(=C\c2cc(Br)c(OCc3ccccn3)c(OC)c2)SC1=S	3	-6	-9	-3	14	-39	50*	10	9	2	-13
12	Cc1c(Cc2ccccc2)c(=O)oc2c(C)c(OCC(=O)NCc3ccccn3)ccc12	19	-9	-16	-2	7	12	-21	0	22	-20	20
13	CC(C)CCn1cnc2c(sc3nc4c(cc32)CSC(C)(C)C4)c1=O	-272	-86	-6	-2	-90	-9	9	-1	-38	-13	-4
14	O=C1Cn2nnc(-c3ccccc3)c2C2c3ccccc3CCN12 (configuration not stated)	6	/	-4	/	8	12	-16	/	-6	-8	-2
15	Cc1cccc(Cc2c(C)nc3nc(SCC(=O)NCc4ccco4)nn3c2C)c1	10	-5	-5	4	19	-4	-14	0	-3	-16	-27
16	O=C1c2cccnc2Nc2ccccc2N1CCCF	1	-4	0	-2	16	-7	9	18	0	9	2
17	COc1cccc2cc(C(=O)Nc3ccccc3C)/c(=N/NS(=O)(=O)c3ccccc3)oc12	10	11	-7	2	-5	-1	3	-1	0	-7	11
18	CCCOc1cccc(C(=O)N(Cc2cccs2)C2CCS(=O)(=O)C2)c1 (configuration not stated)	7	-7	-5	1	-2	9	-1	-2	/	/	3
19	O=C(O)/C=C/c1ccc2noc(-c3ccccc3)c2c1	-1	-5	-16	-4	-34	-14	38	2	-65	-8	-6
20	COc1ccc(C2CC(=O)Nc3cc(OC)c(OC)cc32)cc1Br (configuration not stated)	-4	-5	-20	/	18	-17	8	-4	22	0	-11

Some of the entries above in another layout.
Order of results: Peg3 promoter | TRPM1 prom inh | CaV13 FRET inh | NR2E3 ag-2 | HIF-2a block | KKLEB tox | CF NFkB block | PDI turbidity | Shn3 inh set2 | Vif inh | NR2E3 ag-1
6) COc1ccc(/C=N/NC(=O)CSCc2ccc([N+](=O)[O-])cc2)cc1OC
    0 | -2 | -6 | -2 | 9 | 2 | -21 | 2 | -12 | -9 | 11
7) CCCC(=O)N(CCN1CCOCC1)c1nc2c(OCC)cccc2s1
    -5 | -14 | / | 5 | -5 | -5 | -14 | 0 | -15 | -5 | -19
8) CSc1ccccc1NC(=O)CN(C)CC(=O)c1c(C)[nH]c2ccccc12
    19 | 8 | -2 | 0 | 27 | 6 | -2 | 0 | 11 | -4 | -17
9) Cc1ccccc1C(=O)O/N=C1\CCS(=O)(=O)c2sccc21
    -266 | -78 | -2 | 3 | -225 | -7 | -3 | -3 | -112 | 1 | 3
10) COc1cccc(Cn2c(=O)c3[nH]cnc3n(-c3ccccc3C)c2=O)c1
    1 | -6 | -5 | -6 | 11 | 2 | 6 | 13 | 8 | 30 | 19
11) C=CCN1C(=O)/C(=C\c2cc(Br)c(OCc3ccccn3)c(OC)c2)SC1=S
    3 | -6 | -9 | -3 | 14 | -39 | 50* | 10 | 9 | 2 | -13

Continuation:
No.	smiles	Peg3 promoter	TRPM1 prom inh	CaV13 FRET inh	NR2E3 ag-2	HIF-2a block	KKLEB tox	CF NFkB block	PDI turbidity	Shn3 inh set2	Vif inh	NR2E3 ag-1
21	CCOC(=O)N1CCC(NC(=O)c2cnn3ccccc23)CC1	-2	/	-6	2	-3	10	-8	3	-2	/	0
22	Cc1cc(C)cc(NS(=O)(=O)c2csc(C(N)=O)c2)c1	5	18	-19	-2	8	4	-11	10	9	-11	-19
23	O=C(CN1C(=O)COc2ccc(Cl)cc21)N1CCOCC1	9	13	-5	-1	8	-10	0	-1	-3	5	12
24	CCOC(=O)C1CCCN(C(=O)c2cn(C)c(=O)c3cc(OC)c(OC)cc23)C1 (configuration not stated)	20	-1	-2	7	12	-25	21	-3	4	1	-13
25	CCOC(=O)c1c(NC(=O)C2Cc3ccccc3C(=O)O2)sc2c1CCCC2 (configuration not stated)	20	-3	-6	0	12	-10	24	-9	23	-8	19
26	COc1ccc(OC)c(NC(=O)CS(=O)(=O)c2ccccc2)c1	6	4	-9	-1	3	6	2	-3	2	10	4
27	CN(C)c1ccc(N2C(=NC(=O)CCc3ccccc3)SC3CS(=O)(=O)CC32)cc1 (configuration not stated)	0	-9	-2	4	-3	-18	10	-17	-21	29	-2
28	O=C(CCN1C(=O)c2ccccc2C1=O)Nc1cccnc1	-8	3	-5	0	13	10	2	-1	-7	-1	-3
29	CCN(CC)c1ccc(N2C(=NC(=O)C3CCCO3)SC3CS(=O)(=O)CC32)cc1 (configuration not stated)	0	11	-2	1	4	3	6	-1	-31	1	-20
30	CC1(C)CC2(C)Nc3ccccc3N2C(=S)N1 (configuration not stated)	26	-4	-13	2	14	4	-11	8	-7	7	21

Next results.
No.	smiles	Peg3 promoter	TRPM1 prom inh	CaV13 FRET inh	NR2E3 ag-2	HIF-2a block	KKLEB tox	CF NFkB block	PDI turbidity	Shn3 inh set2	Vif inh	NR2E3 ag-1
31	O=C(OCC(=O)c1cccs1)c1ccc(NC(=O)c2ccco2)cc1	-40	-28	-6	2	-75	3	-13	3	-20	-6	-57
32	O=C(NCc1ccc2c(c1)OCO2)C1CC(=O)N(CCc2ccccc2)C1 (configuration not stated)	9	/	-8	4	17	25	-13	7	-22	-2	4
33	C=CCn1c(CNc2ccccc2)nnc1SCC(=O)N/N=C/c1ccc(O)cc1O	25	9	/	0	10	0	-2	4	2	29	-7
34	O=S1(=O)CCC(NC(=S)N2CCCCC2)C1 (configuration not stated)	16	4	-2	-2	18	-3	-12	18	16	-1	-3
35	CCc1cnc(Nc2nc(C(N)Cc3ccc(Cl)cc3)cs2)nc1 (configuration not stated)	4	/	-5	/	9	-2	1	-1	-14	3	13
36	Cc1ccccc1C(=O)NNC(=O)C12CC3CC(CC(C3)C1)C2	7	15	-3	3	17	-8	-19	-6	5	-1	-10
37	FC(F)Sc1ccc(N=C2NN=C(c3ccc4c(c3)OCCO4)CS2)cc1	-67	-15	-4	5	-72	7	-12	-7	20	-5	-55
38	Oc1ccccc1C=NN=C1c2ccccc2-c2ccccc21	-109	-45	-13	/	-123	22	-47	16	-27	0	2
39	COc1ccc(-n2nc3cc(C)c(NC(=O)c4cccnc4)cc3n2)cc1	-93	-52	-7	-1	-78	-6	10	-5	-92	-16	-23
40	COc1ccc(CNc2nc(-c3cccnc3)nn2C(=O)C(C)C)cc1	-7	5	-4	/	-21	-13	-5	4	1	/	-21

(cont.)
No.	smiles	Peg3 promoter	TRPM1 prom inh	CaV13 FRET inh	NR2E3 ag-2	HIF-2a block	KKLEB tox	CF NFkB block	PDI turbidity	Shn3 inh set2	Vif inh	NR2E3 ag-1
41	COc1ccc(-n2c(Cc3cc(=O)[nH]c(=O)[nH]3)nnc2SCC(=O)N2CCC(C)CC2)cc1	-4	11	-2	4	15	-5	-8	/	-15	14	9
42	Cc1ccc(-n2c(-c3ccccc3)n[nH]c2=S)c(C)c1	4	-3	-20	3	17	-9	-5	-1	-8	5	-22
43	Nc1ncnc2c1ncn2[C@@H]1O[C@H](CNC(=O)[C@@H](N)Cc2ccccc2)[C@@H](O)[C@H]1O	-10	-17	-5	/	13	8	-22	-2	-28	-7	5
44	CC(=O)c1ccc(NC(=O)C2CCCN2S(=O)(=O)c2ccc(F)cc2)cc1 (configuration not stated)	13	2	-12	-1	7	-8	11	/	-13	0	-12
45	COc1ccc(N2C(=O)c3ccc(NC(C)=O)cc3C2=O)cc1	-15	-7	-3	1	-16	-1	-11	0	-20	1	-32
46	C/C(=N\NC(=O)c1ccn(C)n1)c1ccc(NC(=O)C2CCCC2)cc1	-25	0	-4	0	-1	-4	-3	-2	-38	9	-35
47	CCCC(=O)Nc1ccc2c(c1)nc(CN1CCN(C(C)=O)CC1)n2C	7	0	-6	2	0	-5	8	-7	-2	-3	-40
48	CN1C(=O)C2(NC(=O)c3ccccc3N2C)c2ccccc21 (configuration not stated)	8	4	-2	-1	9	0	4	-5	-5	6	-17
49	COc1ccc2c3c(cccc13)C(=O)CC2	40	6	-91	/	33	-1	25	-12	4	6	-9

From PubChem BioAssay

No enrichment for hits, and some 3.3% of all compounds hit somewhere here.
